Screening data from PubChem BioAssay.
Hsp90 Hop PPI – changes Hsp90-Hop TPR2A binding signal, up or down; Potency, µM (doses to about 57 µM), without a hit: at the highest dose activity change, negative = inhibition; AlphaScreen TPR2A-His6 binding biotin-Hsp90 C-terminal peptide; 71,000 compounds, 0.44% hits; active means well fitted curve in either direction with a large enough effect; inconclusive means small, poorly fitted or top-dose-only effect, or another doubt; further: potency means the concentration at half of the fitted maximal effect; on the % scale 0 is the no-effect control and ±100 the full control effect; many of its hits are not listed in these tables
Luciferase inh – inhibitors of firefly luciferase | P08659 | purified firefly luciferase, luminescence, 8 min | Potency, µM (titrated, usually from 57.1 µM), for inactives: top-dose activity change, negative = inhibition, most hits filed as inhibitors | 72,000 compounds, 2.2% hits | AID 411; further: potency means the concentration at half of the fitted maximal effect; on the % scale 0 is the no-effect control and ±100 the full control effect; nearly all actives have a fitted effect of over 40% in size
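Substrate buffer containing 10 uM ATP (pH 7.2 imidazole, Mg2+, KCl, detergent, BSA) is dispensed, compound pinned in, then luciferase/luciferin detector mix added. After 8 min at ambient temperature, light output is measured.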
Ub-GFP proteasome – proteasome inhibitors stabilizing ubiquitin-GFP reporter. Ubiquitin-GFP reporter cells, proteasome inhibition, GFP fluorescence; response scale: untreated = 0%, 10 µM MG-132 = 100%. Potency, µM (top dose mostly 45.9 µM), for the others: at the highest dose activation (GFP accumulation), hits mostly activators. 67,000 tested, under 10 active. AID 526; active means well fitted activation curve with a large enough effect, not every such curve was filed as active; inconclusive means small, poorly fitted or top-dose-only effect, or another doubt; inactive means no such curve, though single readings can be large or run the other way; further: potency means the concentration at half of the fitted maximal effect
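U2OS cells expressing ubiquitin(G76V)-GFP, seeded overnight in 0.5% FBS medium, then treated 4 hr at 37 C across 46 uM to 2.9 nM. GFP-positive cells counted by laser cytometry (488 ex/515 em); %activity scaled between basal and 10 uM MG-132.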
ERK AVP inh – vasopressin-driven ERK pathway inhibition; HEK293-V1b, vasopressin-stimulated pERK AlphaScreen; Potency, µM (doses to about 57.5 µM), without a hit: at the highest dose activity, negative = inhibition, most hits filed as inhibitors; 72,000 compounds, 0.99% hits; AID 995; further: potency means the concentration at half of the fitted maximal effect; on the % scale 0 is the no-effect control and ±100 the full control effect; nearly all actives have a fitted effect of over 55% in size
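Overnight-seeded V1b-HEK293 cells in 1% FBS got compound, then vasopressin (25 nM final, 5 min, 37C), then lysis buffer. AlphaScreen detection of phospho-ERK; activity normalized to basal and full-stimulation controls.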
DNA Pol III inh – blocks replication by bacterial DNA polymerase III holoenzyme; reconstituted DNA polymerase III holoenzyme replication, biochemical; Potency, µM (highest dose often 57.1 µM), for inactives: at the highest dose activity change, negative = inhibition; 71,000 compounds, 0.25% hits; AID 603; further: potency means the concentration at half of the fitted maximal effect; on the % scale 0 is the no-effect control and ±100 the full control effect
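Reconstituted *E. coli* holoenzyme (0.35 nM Pol III, 1 nM beta, 154 nM SSB, 2 nM primase) was preincubated with compound for 15 min at RT. Synthesis on 1.4 nM ssM13Gori ran 35 min, then was stopped with PicoGreen/EDTA and read as dsDNA fluorescence.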
15-hLO inh – inhibitors of human 15-lipoxygenase (ALOX15) | purified 15hLO-1, xylenol orange hydroperoxide absorbance | Potency, µM (doses to about 57.1 µM), for the others: at the top dose activity change, negative = inhibition, actives largely listed as inhibitors | 74,000 compounds, 1.4% hits | AID 887; further: potency means the concentration at half of the fitted maximal effect; on the % scale 0 is the no-effect control and ±100 the full control effect; nearly all actives have a fitted effect of over 55% in size
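Quantitative HTS in 25 mM Hepes pH 7.5 containing 0.01% Triton X-100: human 15hLO-1 at 40 nM, arachidonic acid at 50 uM, 6 min turnover. Product quantified via ferrous oxidation/xylenol orange, 573:405 nm absorbance ratio.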
HBB splice mod – hemoglobin beta splicing modulation. HBB splicing reporter cell assay, activation; EGFP reporter with mutant IVS2-654 intron; response scale: normalised to 500 nM splice-correcting PNA. Potency, µM (series often up to 46.1 µM), inactives show at the top dose activation, usual class: activators. 65,000 compounds, 0.06% hits; further: potency means the concentration at half of the fitted maximal effect; 0% is about no effect
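HeLa cells stably expressing EGFP interrupted by mutant beta-globin intron 2 (IVS2-654), 500/well in 2% FCS. Treated with compound for 2 days at 37C. Splicing correction scored as total well GFP intensity (488 nm excitation, 500-520 nm emission); 500 nM antisense PNA served as control.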
Tau filament bind – binds recombinant human tau filaments; P10636; recombinant tau filaments, thioflavin S fluorescence, 15 h; filaments grown with octadecylsulfate alongside compound; Potency, µM (series often up to 57.1 µM), without a hit: at the highest dose activity change, negative = inhibition; 71,000 compounds, 2% hits; AID 596;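 further: potency means the concentration at half of the fitted maximal effect; on the % scale 0 is the no-effect control and ±100 the full control effect; actives lower thioflavin S fluorescence by blocking filaments or displacing dye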
Target sequence (P10636 whole entry, looked up): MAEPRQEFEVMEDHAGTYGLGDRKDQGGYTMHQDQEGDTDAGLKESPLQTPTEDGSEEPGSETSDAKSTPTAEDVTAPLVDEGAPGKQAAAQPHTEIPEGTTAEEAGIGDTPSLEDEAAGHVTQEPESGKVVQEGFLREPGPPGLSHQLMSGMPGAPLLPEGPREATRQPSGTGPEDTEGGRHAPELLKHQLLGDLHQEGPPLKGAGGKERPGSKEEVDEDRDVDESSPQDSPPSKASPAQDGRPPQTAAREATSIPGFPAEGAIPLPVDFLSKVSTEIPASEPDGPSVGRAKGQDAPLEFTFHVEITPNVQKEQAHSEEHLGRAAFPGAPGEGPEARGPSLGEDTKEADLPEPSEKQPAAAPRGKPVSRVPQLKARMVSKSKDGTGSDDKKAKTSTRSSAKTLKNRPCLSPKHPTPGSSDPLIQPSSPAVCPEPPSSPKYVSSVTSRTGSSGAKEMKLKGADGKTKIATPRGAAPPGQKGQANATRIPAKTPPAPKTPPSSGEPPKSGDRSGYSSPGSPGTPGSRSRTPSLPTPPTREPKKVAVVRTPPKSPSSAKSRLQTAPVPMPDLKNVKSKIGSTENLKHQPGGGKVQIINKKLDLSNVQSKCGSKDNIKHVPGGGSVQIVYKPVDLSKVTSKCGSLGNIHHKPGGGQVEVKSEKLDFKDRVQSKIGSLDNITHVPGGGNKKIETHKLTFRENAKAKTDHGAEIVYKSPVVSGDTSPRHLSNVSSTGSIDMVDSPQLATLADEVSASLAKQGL
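ThS-based fibril read: tau 1 uM final, inducer ODS 30 uM final, 37 C for 15 h, ex 450/em 510 nm.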
GFP derepression – epigenetic GFP locus derepression in mouse cells | mouse C127i GFP locus derepression, cytometry, 30 h | Potency, µM (top dose mostly 46.1 µM), inactives show at the highest dose GFP derepression (activation) | 68,000 compounds, 0.09% hits; further: % of control where 0% means no effect
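Derepression screen: silenced CMV-GFP reporter in murine C127i cells, 30 h compound incubation at 37 C, washed cells imaged by laser-scanning cytometer to enumerate GFP-expressing objects of 20 to 120 um.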
HADH2 inh – HADH2 (human) dehydrogenase inhibition. recombinant HADH2, NADH fluorescence, beta-hydroxybutyryl-CoA. Potency, µM (titrated, usually from 57.1 µM), inactives show at the highest dose activity change, negative = inhibition, actives largely listed as inhibitors. 73,000 compounds, 3.4% hits. AID 886; further: potency means the concentration at half of the fitted maximal effect; on the % scale 0 is the no-effect control and ±100 the full control effect; nearly all actives have a fitted effect of over 60% in size; many of its hits are not listed in these tables
Target sequence (Q99714 whole entry, looked up, one chain of several): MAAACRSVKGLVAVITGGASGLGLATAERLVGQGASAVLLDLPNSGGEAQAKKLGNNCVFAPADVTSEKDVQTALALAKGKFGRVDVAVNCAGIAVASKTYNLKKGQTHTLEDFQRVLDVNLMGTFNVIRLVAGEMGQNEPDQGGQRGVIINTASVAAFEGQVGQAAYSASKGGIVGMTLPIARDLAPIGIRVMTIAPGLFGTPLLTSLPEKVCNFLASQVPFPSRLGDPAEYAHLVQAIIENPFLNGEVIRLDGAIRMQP
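Buffer 100 mM Tris-HCl pH 9.0/0.01% Tween-20; HADH2 20 nM; NAD+ 1 mM; beta-hydroxybutyryl-CoA 90 uM (all final). 15 min cpd preincubation, RT.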
CRE-bla Fsk – CRE-bla signaling modulation under forskolin stimulation; CHO CRE-bla reporter (cAMP response element driving beta-lactamase), forskolin EC10, beta-lactamase ratio; 71,000 compounds, 2.5% hits; Potency, µM (top dose mostly 38.2 µM), for the others: at the highest dose activity change, negative = inhibition, hits mostly activators; AID 662; active means well fitted activation curve with a large enough effect in the signal ratio, with a control signal flat, not every such curve was filed as active; inconclusive means small, poorly fitted or top-dose-only effect, or effect the other way, or a change in a side signal; the % refers to the signal ratio; further: potency means the concentration at half of the fitted maximal effect; % of control where 0% means no effect
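CHO CRE-bla cells, overnight plating in Opti-MEM with 0.5% dialyzed FBS; cpd titration + EC10 NKH 477, 3 h 37 °C; CCF4 2 h RT; ex 405/em 460 vs 530 ratio → %Activity, AC50.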
Numbers without * were called inactive; ? = inconclusive; / = not tested or not shown; [ ] = dose if it differs, or a comment. Unless noted, the call rests on the fitted dose curve; in most records, active means well fitted curve in the direction sought with a large enough effect; inconclusive means small, poorly fitted or top-dose-only effect, or another doubt; inactive means no such curve, though single readings can be large; an effect the other way counts as inactive or inconclusive.

SMILES | Hsp90 Hop PPI | Luciferase inh | Ub-GFP proteasome | ERK AVP inh | DNA Pol III inh | 15-hLO inh | HBB splice mod | Tau filament bind | GFP derepression | HADH2 inh | CRE-bla Fsk
COc1ccc2c(c1)N(CC[C@H]1CCCCN1C)c1ccccc1S2 | -8%[11 µM] | 2%[11.4 µM] | -7%[9.17 µM] | 4%[11.5 µM] | -9%[11.4 µM] | 7%[11.4 µM] | 0.0%[9.22 µM] | 2.5µM* | 8%[9.22 µM] | 8%[11.4 µM] | 16%[7.6 µM]
COc1ccc(COC(=O)N/N=C2/C[C@@H](O)[C@@H](O)[C@@H]3[C@@H]4C(=O)N([C@@H](C)c5ccccc5)C(=O)[C@H]4CC[C@H]23)cc1 | / | -1%[11.4 µM] | / | -16%[11.5 µM] | / | 13%[11.4 µM] | 1.1%[9.22 µM] | / | / | 15%[11.4 µM] | /
CCOC(=O)CNC(=O)CSc1nnc(-c2ccccc2)n1Cc1ccco1 | -5% | 3% | -7% | 7% | -5% | 2% | 2.9%[1.84 µM] | -8% | -2% | -3% | 6%
CCOC(=O)CN(C(=O)c1ccccc1)c1ccccc1C | -1% | 0% | ? | -14% | -5% | 10% | 0.3% | 6% | 2% | 1% | -5%
CC1Cc2ccccc2N1C(=O)CSc1nc2c(c(=O)n(C)c(=O)n2C)n1Cc1ccccc1 (centres undefined) | 1% | 0% | -8% | -6% | 0% | 2% | / | 8% | 0% | 7% | ?
c1ccc2c(Cn3nnc4ccccc43)cccc2c1 | 5% | 3% | -8% | 98% | -2% | -20% | -0.8% | 6% | -3% | -10% | -6%
CSc1nnc(Cc2cc(=O)[nH]c(=O)[nH]2)n1-c1cc(C)ccc1C | -5% | 3% | -3% | 2% | 3% | 0% | 1.9% | 39% | 3% | -4% | -15%
COc1cc(N=Nc2cccc(S(N)(=O)=O)c2)c2ccccc2c1N | ? | -5%[11.4 µM] | -4%[9.17 µM] | 17%[11.5 µM] | -3%[11.4 µM] | -25%[11.4 µM] | 3.3%[9.22 µM] | 1.6µM* | 2%[9.22 µM] | -3%[11.4 µM] | 2%[7.6 µM]
Cc1cc(C)nc(N2CCC(C(=O)NCc3cccs3)CC2)n1 | -4% | 1% | -2% | 13% | -4% | 10% | / | -3% | -2% | 8% | -3%
O=C(c1cc(S(=O)(=O)N2CCOCC2)c(Cl)cc1Cl)N1CCCCC1 | -4% | 1% | 3% | 8% | -1% | 4% | -0.3%[57.5 µM] | 18% | 0% | -2% | 3%
COC(=O)c1ccc(NC(=O)CN2CCN(c3cccc(Cl)c3)CC2)cc1 | -5% | 7% | -3% | ? | 0% | -12% | -0.7% | 14% | 1% | 1% | -14%
O=C(NCCF)[C@H]1C[C@@H]1[C@H](NP(=O)(c1ccccc1)c1ccccc1)c1ccccc1 | -3% | / | / | 6% | -5% | / | 2.1% | -2% | / | 10% | -17%
C/C=C1\CC2C=CC1C2 (centres undefined) | 3% | / | / | 15% | 1% | -3% | 0.8% | 3% | / | ? | 2%
CCN(CC)CCCN1C(=O)C(O)=C(C(=O)c2ccco2)C1c1ccc(OC(C)C)cc1 (centres undefined) | 3% | -1% | 5% | 2% | -2% | 9% | -1.7%[1.84 µM] | -3% | -2% | 3% | -15%
O=[N+]([O-])c1cccc(/C=N\NC2=CS(=O)(=O)C=C2)c1 | -2%[11 µM] | 2%[11.4 µM] | 1%[9.17 µM] | 2%[11.5 µM] | -9%[11.4 µM] | -6%[11.4 µM] | 1.7%[9.22 µM] | -12%[11.4 µM] | 6%[9.22 µM] | 3%[11.4 µM] | 3%[7.6 µM]
O=S(=O)(c1ccccc1)N1CCC2(CCCN(c3ncccn3)C2)CC1 | 4% | 0%[11.4 µM] | 0% | ? | -3% | -3% | 5.7% | 2% | 5%[9.22 µM] | -2% | -1%
O=C(CCNS(=O)(=O)c1ccc(Cl)cc1)NCc1cccnc1 | -5% | 1% | 20% | 5% | 0% | -3% | 1.4% | 10% | 0% | 3% | -17%
Cn1c(SCc2ccccn2)nnc1-c1cnccn1 | 0% | -1% | -3% | -4% | -6% | 4% | 0.0%[57.5 µM] | -1% | 1% | 6% | 5%
CC1CCCCN1C(=O)CSc1nc(-c2ccccc2)cc(=O)[nH]1 (centres undefined) | -3% | 0% | -6% | ? | -1% | 9% | 0.2% | 12% | 2% | 6% | -1%
CCOC(=O)N1CCN(C(=O)CCSc2ccc(C)cc2)CC1 | 1% | 1% | 4% | 8% | -3% | 1% | -1.0% | -1% | 3% | 0% | -4%
CCCCOC(=O)C1C2C=C[C@]3(CN(CCCOC)C(=O)[C@H]13)O2 (some centres undefined) | 7% | -10% | -3% | 2% | 1% | -5% | -0.9% | 3% | 0% | 7% | -7%
CCOC(=O)C1CCN(CC(O)COc2ccc(C(C)(C)C)cc2)CC1 (centres undefined) | 4% | 2% | 7% | -23% | -3% | -12% | 0.2%[57.5 µM] | -3% | 7% | 8% | -2%
Cc1ccc(-c2cn3cccnc3n2)cc1NC(=O)c1c(-c2ccccc2Cl)noc1C | -8% | -3% | -7% | 11% | -2% | -2% | 0.0% | 23% | 0% | 32µM* | ?
O=S(=O)(c1ccc(Oc2ccc(Br)cc2)cc1)N1CCOCC1 | 15% | -1% | -5% | -2% | 0% | -1% | -1.1% | -1% | 2% | 6% | 22%
COC(=O)C(Cc1ccc(O)cc1)NC(=O)c1ccccc1OC (centres undefined) | -5% | -2% | 12% | -26% | -1% | -3% | 1.2% | 14% | 0% | 3% | 2%
CCCN1CCN(C(=O)Cn2cccc2C(=O)c2ccccc2)CC1 | 3% | -2% | -1% | 0% | -1% | 3% | -4.2% | 8% | -1% | -3% | ?
C/C=C/c1ccc(OCCCCn2cncn2)c(OC)c1 | -4% | -12% | 2% | -9% | -3% | -11% | 3.1% | -2% | -3% | 11% | 0%
CCC(Sc1nnnn1C)C(=O)Nc1ccc(C(C)=O)cc1 (centres undefined) | -4% | -7% | 0% | 0% | 1% | -7% | -0.1%[57.5 µM] | -9% | 4% | ? | -2%
O=[N+]1C2=C(CCCC2)N([O-])C12CCCC2 | -3% | 1% | 6% | -7% | -5% | 4% | 2.0%[57.5 µM] | -2% | -1% | -26% | 8%
O=C(C1CC1)N1CCN=C1SCc1ccc(F)cc1 | 3% | 0% | 3% | -23% | -2% | 4% | 0.4% | 7% | -7% | 1% | -16%
Cc1nnc(N2C(=O)c3oc4ccccc4c(=O)c3C2c2ccco2)s1 (centres undefined) | -3% | 1% | 20% | -9% | -17% | 0% | 0.8% | -8% | 2% | -10% | 4%
Cn1c(SCC(N)=O)nnc1C1CCN(S(=O)(=O)c2ccccc2C(F)(F)F)CC1 | -1% | -1% | 6% | -6% | -2% | -3% | -0.3% | 5% | 5% | 11% | 10%
CC(=O)OC[C@H]1O[C@@H](O/N=C\[C@@H](C)[C@H](OCc2ccccc2)C(C)C)[C@H](OC(C)=O)[C@@H](OC(C)=O)[C@H]1OC(C)=O | / | 0%[11.4 µM] | / | 13%[11.5 µM] | / | 7%[11.4 µM] | 1.7%[9.22 µM] | / | / | 13%[11.4 µM] | /
CCOC(=O)N1CCC(NC(=O)CCc2nc(-c3ccccc3F)no2)CC1 | -14% | 2% | 8% | 4% | -3% | 0% | -2.5% | 4% | 7% | 2% | -23%
CCOC(=O)c1sc(NC(=O)CSc2nnc(C)s2)c(C(=O)OCC)c1C | 0% | 3% | -5% | 0% | -4% | -4% | / | -2% | -2% | 13% | ?
CC(C)CCNC(=O)C(c1ccco1)N(Cc1ccccc1)C(=O)c1snc(C(N)=O)c1N (centres undefined) | 61% | 1% | 6% | 61%[activator] | -7% | -17% | 0.5%[57.5 µM] | -15% | 1% | 6% | -2%

Only part of the results is shown; count on the stated rates, not on these rows.
